NADH coupling – inhibition of NAD/NADH coupling enzymes, library profiling; coupled PK/LDH NADH assays, four targets; IC50, µM (titrated, usually from 10 µM), for the others: top-dose inhibition; 65,000 tested, 0.02% active;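 active = single-dose screening hits from any of four coupled enzyme assays that gave an IC50 when retested across doses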;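 also: the DPM-DC format reads NADH fluorescence rather than 340 nm absorbance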
RORa activator – activates the human nuclear receptor RORA; P35398; CHO-K1 Gal4-RORA LBD luciferase reporter, luminescence; percent increase over mock-subtracted basal signal; activation, % at 10 µM; 65,000 tested, 1.5% active; AID 560;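 active = activation above the mean of all tested compounds plus 3 SD, cut at about 49% in these data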;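 also: 0% = DMSO-treated RORA cells and 100% = added signal equal to DMSO minus mock-transfected cells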
SF1 activator – activates the human nuclear receptor SF-1; AID 522; Q13285; 65,000 tested, 1.9% active; activation, % at 10 µM; CHO-K1 Gal4-SF-1 LBD luciferase reporter; % increase over DMSO SF-1-specific signal;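 active = activation above the mean activation of all tested compounds plus 3 SD, cut at about 50% in these data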
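Material: CHO-K1 cells with Gal4–hSF-1 LBD chimera plus Gal4-driven luciferase / Input: 4,000 CHO-K1 cells per well / Incubation: compound exposure 20 h at 37 °C / Signal: luminescence read 15 min after SteadyLite luciferase reagent, after room-temperature equilibration / Read-out: percent activation versus DMSO / Benchmarks: DMSO negative control and −SF1 background wells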
Ec RNAP inh – Escherichia coli RNA polymerase inhibition; 62,000 tested, 0.2% active; inhibition, %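 (tested at 10 µM)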; E. coli RNA polymerase, fluorescence transcription assay; P0A8V2; in the data active = inhibition above about 20%;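 also: 0% = enzyme without compound and 100% = no enzyme blank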
M1 agonist – activates the M1 muscarinic receptor. CHO-M1 cells, Fluo-4 calcium fluorescence, agonist mode; active compounds read high. B-score at 10 µM. 64,000 tested, 3% active. AID 626;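 active = fluorescence rise, raw or as B-score row- and column-corrected plate score, outside the 99.7% band of its plate's samples, either direction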
Autofluor 339 – intrinsic fluorescence of library compounds, ex339/em460 – biochemical, MLSMR library, data from DPM-DC assay, artefact control, profiling panel. compound autofluorescence, ex339/em460 nm, NADH buffer; active compounds read high; 1 = no-compound wells, NADH background. 65,000 tested, 5.5% active. fluorescence fold increase at 10 µM;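 active = at 10 µM, mean starting fluorescence two-fold or more over control wells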;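 also: signal is the first read of a kinetic run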
M1 antag – M1 muscarinic receptor (rat) antagonism. B-score at 10 µM. 64,000 tested, 3.4% active. P08482. CHO-M1 cells, Fluo-4 calcium, ACh EC80 antagonist mode; active compounds read low;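 active = calcium fluorescence response, raw or row-and-column corrected B-score, differing from the plate sample mean either way at a set confidence level, mostly lower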
TNAP act DEA – activators of human TNAP at intermediate phosphate acceptor; P05186; purified TNAP, CDP-star luminescence, 100 mM DEA, 30 min; active compounds read high; scale: 0 levamisole-inhibited, 1 vehicle-only enzyme; activation factor at 20 µM; 64,000 tested, under 10 active; AID 813;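 active = activation factor of at least 2 at 20 µM, relative to controls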
Target sequence (P05186 whole entry, looked up): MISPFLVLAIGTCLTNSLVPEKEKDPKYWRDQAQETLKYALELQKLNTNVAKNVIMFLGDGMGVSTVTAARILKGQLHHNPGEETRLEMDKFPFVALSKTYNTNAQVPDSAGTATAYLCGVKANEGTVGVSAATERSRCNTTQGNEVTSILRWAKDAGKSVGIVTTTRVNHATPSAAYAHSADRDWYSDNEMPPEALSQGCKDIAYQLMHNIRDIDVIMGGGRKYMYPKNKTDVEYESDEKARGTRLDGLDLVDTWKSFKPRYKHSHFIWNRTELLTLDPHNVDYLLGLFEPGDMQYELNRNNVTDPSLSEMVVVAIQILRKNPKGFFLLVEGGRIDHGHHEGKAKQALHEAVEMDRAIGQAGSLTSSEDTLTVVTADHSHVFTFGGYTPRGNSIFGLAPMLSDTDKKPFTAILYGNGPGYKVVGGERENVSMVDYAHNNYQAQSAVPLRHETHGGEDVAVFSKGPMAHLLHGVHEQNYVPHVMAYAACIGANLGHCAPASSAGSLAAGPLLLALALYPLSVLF
tolC growth inh – growth inhibitors of E. coli BW25113 tolC mutant; OD615; growth inhibition, % at 10 µM (by protocol); 65,000 tested, 2.2% active;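 active = growth inhibition at or above a cutoff equal to the mean over every tested compound plus 3 SD, cut at about 60% in these data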;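 also: growth measured after 20 h incubation at 37 °C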
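Doses: one dose of 10 µM final / Material: E. coli BW25113 ΔtolC::kan, tolC deletion mutant strain / Buffer or medium: LB with kanamycin 50 µg/mL / Evaluation: percent growth inhibition / Detection: optical density read at 615 nm / Incubation: 37 °C, 20 h exposure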
* = called active by the depositor; x = not tested or not shown; [ ] = remark or other dose.

SMILES	NADH coupling	RORa activator	SF1 activator	Ec RNAP inh	M1 agonist	Autofluor 339	M1 antag	TNAP act DEA	tolC growth inh
CCCCNC(=O)c1cc2c(-c3ccc(Cl)cc3)nn(C)c2s1	1.0%	-14.2	11.2	-2.7	-0.394	1.46	-0.447	0.9	-2.4
CCSc1nnc(NC(=O)CCNS(=O)(=O)c2cc(Br)cnc2N)s1	2.0%	-13.4	4.6	3.3	0.0593	1.13	0.00471	1.1	14.1
Cc1c(NC(=O)CCc2ccc(S(=O)(=O)N3CCOCC3)cc2)c(=O)n(-c2ccccc2)n1C	3.0%	-6.7	-3.4	7.4	-0.18	1.02	-0.942	0.8	-16.5
CC(C)Nc1oc(-c2cccc3ccccc23)nc1C#N	3.0%[fluoresces]	43.4	42.2	-11.9	0.132	3.79*	-1.7	0.9	-14.8
O=C(Cn1c(NCCO)nc2ccccc21)c1ccc(Cl)cc1	6.0%	9.6	18.7	12.7	0.00887	1.07	-0.415	0.9	-13.5
O=C(O)COc1ccccc1Cc1ccccc1	1.0%	-10.3	-3.3	5.6	-0.761	1.02	0.00649	1	8.0
Cc1ccc(S(=O)(=O)N2CCCC2C(=O)Oc2ccccc2)cc1 (stereo not drawn)	5.0%	-0.6	-2.7	4.2	0.00951	1.02	0.0472	1	27.4
CCOC(=O)c1ccccc1NC(=O)c1ccccc1N(C)S(C)(=O)=O	8.0%	-13.6	-12.8	5.8	0.107	1.07	0.123	0.9	3.2
CN(C)CCCNS(=O)(=O)c1cc(Cl)ccc1Cl	5.0%	4.3	-24.4	3.8	0.00807	1.19	0.522	1	-21.9
COCC(=O)N(Cc1cc2ccccc2[nH]c1=O)c1ccc(OC)cc1	3.0%	1.3	-23.9	8.0	-0.264	1.22	-0.0533	0.9	-1.6
CCCOc1ccc(/C(O)=C2/C(=O)C(=O)N(CCCn3ccnc3)C2c2cccs2)cc1 (stereo not drawn)	4.0%	33.1	23.5	5.2	-0.745	1.03	-1.31	0.9	11.1
Nc1cc(N)nc(SCc2ccccc2)n1	1.0%	20.7	54.4*	-15.8	-1.24	1.03	0.801	0.9	5.0
CCc1cc2c(=O)c(-c3nc4ccccc4n3C)coc2c(CN2CCOCC2)c1O	12.0%	-14.5	10.4	9.4	0.154	1.32	-0.627	0.9	-3.1
COC(=O)c1sc(NC(=O)c2csc3c2CCCC3)nc1C	5.0%	33.8	50.9*	11.0	-0.104	1.25	0.919	1	27.8
CCc1c(C)nc2[nH]nc(NC(=O)C(F)(F)F)n2c1=O	5.0%	6.1	-0.8	4.3	0.494	1.08	-0.00505	0.9	-19.8
Cc1onc(COc2ccccc2O)c1Br	6.0%	5.6	7.3	1.9	0.00737	1.14	-0.223	0.9	0.0
CCc1ccc(N2CC34C=CC(O3)C(C(=O)OC(C)C)C4C2=O)cc1 (stereo not drawn)	3.0%	x	x	4.9	-0.304	1.11	-0.00137	1	-7.6
Cc1cccc(NC(=O)c2ccccn2)c1C	6.0%	30.3	46.4	3.5	0.834	1.07	-1.86*	1	-2.1
COc1ccc(Cn2nnnc2CN2CCOCC2)cc1	6.0%	6.5	-5.4	9.7	0.28	1.04	-0.237	0.9	-20.5
Cc1c(NC(=O)C2CCCNC2=O)c(=O)n(-c2ccccc2)n1C (stereo not drawn)	4.0%	2.3	-16.2	1.0	0.414	1.18	0.691*	0.9	x
CC(=O)Oc1ccc(CCC(C)OC(C)=O)cc1 (stereo not drawn)	2.0%	-9.1	2.3	10.0	0.099	1.04	0.483	1	-2.3
COc1ccccc1NC(=O)N(Cc1ccccc1)c1ccccn1	3.0%	-6.3	20.9	-3.0	-0.292	1.03	-0.471	0.9	45.2
CC(=O)Nc1ccc(N2C(=O)CSC2c2ccc(F)cc2)cc1 (stereo not drawn)	10.0%	-19.6	6.3	2.8	-0.596	1.17	0.387	1	1.3
CCOC(=O)CC1Sc2ccccc2NC1=O (stereo not drawn)	5.0%	31.0	17.3	3.4	0.0683	1.03	0.121	0.9	-9.6
CSC1=NCCN1C(=O)c1ccc(S(=O)(=O)N2CCOCC2)cc1	7.0%	-14.5	-27.8	4.9	-0.242	1.04	-0.648	1	-14.7

SF1 activator, what is marked active above.
smiles	NADH coupling	SF1 activator	Ec RNAP inh	M1 agonist	Autofluor 339	M1 antag	TNAP act DEA
Nc1cc(N)nc(SCc2ccccc2)n1	1.0%	54.4*	-15.8	-1.24	1.03	0.801	0.9
COC(=O)c1sc(NC(=O)c2csc3c2CCCC3)nc1C	5.0%	50.9*	11.0	-0.104	1.25	0.919	1

Some entries already given, reduced to M1 agonist:
compound	M1 agonist
Cc1ccc(S(=O)(=O)N2CCCC2C(=O)Oc2ccccc2)cc1 (stereo not drawn)	0.00951
CCOC(=O)c1ccccc1NC(=O)c1ccccc1N(C)S(C)(=O)=O	0.107
CN(C)CCCNS(=O)(=O)c1cc(Cl)ccc1Cl	0.00807
COCC(=O)N(Cc1cc2ccccc2[nH]c1=O)c1ccc(OC)cc1	-0.264
CCCOc1ccc(/C(O)=C2/C(=O)C(=O)N(CCCn3ccnc3)C2c2cccs2)cc1 (stereo not drawn)	-0.745
Nc1cc(N)nc(SCc2ccccc2)n1	-1.24

(next part)
SMILES	NADH coupling	RORa activator	SF1 activator	Ec RNAP inh	M1 agonist	Autofluor 339	M1 antag	TNAP act DEA	tolC growth inh
O=C(CCNc1n[nH]c(=O)[nH]c1=O)N1CCOCC1	5.0%	-0.8	11.4	6.0	-0.198	1.12	-0.258	0.9	3.5
Cc1nc(N2CCc3ccccc3C2)[nH]c(=O)c1CCC(C)C	4.0%	-3.8	13.6	4.8	-0.897	1.13	-0.03	1	3.5
O=C(Nc1ccccn1)C1CCN(S(=O)(=O)c2cccs2)CC1	11.0%	3.9	-5.1	-3.2	-1.6	1.14	-0.465	1	2.5
CCCCC(=O)NCCc1ccc(S(N)(=O)=O)cc1	2.0%	-13.9	-10.8	6.4	-0.626	1.03	-0.0939	0.8	-18.4
CC(C)c1ccc(NC(=O)C2CCCCC2C(=O)O)cc1 (stereo not drawn)	2.0%	2.0	-2.0	x	0.00152	1.08	0.0229	1	11.0
CCN1CCN(c2ncc(C(=O)N3CCN(c4ccccc4OC)CC3)c3ccccc23)CC1	3.0%	0.7	-11.5	6.8	-1.02	1.2	-10.1*	0.9	-10.2
CC1=C(C(N)=O)C(c2cccc(O)c2)n2nc(CCCO)nc2N1 (stereo not drawn)	5.0%	-6.4	5.3	9.5	0.55	1.11	0.872	0.9	-17.2
CC(=O)Oc1ccccc1C(=O)Oc1ccc(/C=N/n2cnnc2)cc1	0.0%	3.5	-17.9	4.5	-1.04	1.14	0.208	0.9	3.8
Cc1ccc(Nc2nc(C(=O)NCCCN3CCOCC3)cs2)cc1	3.0%	-7.3	3.5	-1.8	-0.246	1.12	0.0454	1	-3.1
COCCn1nnnc1C(c1cccs1)N1CCN(c2cc(C)ccc2C)CC1 (stereo not drawn)	2.0%	-12.5	-15.9	4.9	0.0102	1.06	-0.0473	0.9	13.9
CCOC(=O)CSc1nc2ccccc2n2cnnc12	11.0%	10.1	10.8	8.6	-0.322	0.99	0.049	0.8	-8.1
Cc1ccc(NS(=O)(=O)c2ccc3c(c2)c(=O)n(C)c(=O)n3C)cc1F	1.0%	-8.5	-14.2	9.3	0.999	1.05	-0.577	0.9	-5.9
COC(C(=O)Nc1cccc(F)c1)c1ccccc1 (stereo not drawn)	4.0%	3.1	-5.6	4.6	0.459	1.11	0.389	0.9	-8.2
CC1CCN(S(=O)(=O)Cc2ccccc2Cl)CC1	3.0%	-5.6	-16.4	-1.3	0.776	1.13	0.791	1	4.9
COc1ccc(-n2c(=O)c3ccccc3n(CC(=O)NC3CCCC3)c2=O)cc1	2.0%	-16.9	7.7	5.2	x	1.15	x	1	-19.9
CCCCCc1nc2c(=O)[nH]c3ccccc3c2o1	4.0%	15.7	48.2	7.5	-0.738	1.04	-0.168	1	6.5
CCOC(=O)N1CCN(c2nc3ccccc3nc2C(C#N)S(=O)(=O)c2ccc(C)cc2)CC1 (stereo not drawn)	9.0%	24.3	5.4	-5.1	x	1.28	x	0.9	76.9*
O=C(Nc1ccc(Cl)cc1)Nc1ccc(N2CCOCC2)cc1	7.0%	9.4	8.5	4.2	1.35	1.05	0.789	0.9	8.0
Cc1ccc(Cl)cc1N1CCN(C(c2cccnc2)c2nnnn2C2CCCCC2)CC1 (stereo not drawn)	3.0%	0.7	-0.2	-7.6	-0.0425	1.08	0.229	0.9	17.6
O=C1Nc2ccccc2C1=Nc1ccc(-c2nnc3n2CCCCC3)cc1	6.0%	14.7	2.3	0.5	0.262	1.07	-0.254	0.9	-10.7
COc1ccccc1N1C(=O)CC(Sc2nccc(C)n2)C1=O (stereo not drawn)	2.0%	-16.9	-0.4	6.7	0.0359	1.14	0.335	1	-8.1
CCOC(=O)c1ccc(COC(=O)c2cc3ccccc3oc2=O)o1	6.0%	-1.2	-11.5	10.7	0.0827	1.45	-2.38*	0.9	-15.3

Whole records, looked up by structure.
`CC1CCN(S(=O)(=O)Cc2ccccc2Cl)CC1` is listed as NADH coupling = 3.0%; RORa activator = -5.6; SF1 activator = -16.4; Ec RNAP inh = -1.3; M1 agonist = 0.776; Autofluor 339 = 1.13; M1 antag = 0.791; TNAP act DEA = 1; tolC growth inh = 4.9
`COc1ccc(-n2c(=O)c3ccccc3n(CC(=O)NC3CCCC3)c2=O)cc1` is listed as NADH coupling = 2.0%; RORa activator = -16.9; SF1 activator = 7.7; Ec RNAP inh = 5.2; M1 agonist = x; Autofluor 339 = 1.15; M1 antag = x; TNAP act DEA = 1; tolC growth inh = -19.9

Screening results from PubChem BioAssay.
